From PubChem
L3MBTL1 block = inhibitors of human L3MBTL1; AlphaScreen L3MBTL1–H3K9me1 peptide binding; 0.66% of 230,000 active; AID 485360; Q9Y468; Potency, µM (doses to about 57.1 µM), for inactives: at the highest dose activity, negative = inhibition, usual class: inhibitors; active = well fitted inhibition curve with a large enough effect; also: nearly all actives have a fitted effect of over 60% in size
Target sequence (Q9Y468 whole entry, looked up): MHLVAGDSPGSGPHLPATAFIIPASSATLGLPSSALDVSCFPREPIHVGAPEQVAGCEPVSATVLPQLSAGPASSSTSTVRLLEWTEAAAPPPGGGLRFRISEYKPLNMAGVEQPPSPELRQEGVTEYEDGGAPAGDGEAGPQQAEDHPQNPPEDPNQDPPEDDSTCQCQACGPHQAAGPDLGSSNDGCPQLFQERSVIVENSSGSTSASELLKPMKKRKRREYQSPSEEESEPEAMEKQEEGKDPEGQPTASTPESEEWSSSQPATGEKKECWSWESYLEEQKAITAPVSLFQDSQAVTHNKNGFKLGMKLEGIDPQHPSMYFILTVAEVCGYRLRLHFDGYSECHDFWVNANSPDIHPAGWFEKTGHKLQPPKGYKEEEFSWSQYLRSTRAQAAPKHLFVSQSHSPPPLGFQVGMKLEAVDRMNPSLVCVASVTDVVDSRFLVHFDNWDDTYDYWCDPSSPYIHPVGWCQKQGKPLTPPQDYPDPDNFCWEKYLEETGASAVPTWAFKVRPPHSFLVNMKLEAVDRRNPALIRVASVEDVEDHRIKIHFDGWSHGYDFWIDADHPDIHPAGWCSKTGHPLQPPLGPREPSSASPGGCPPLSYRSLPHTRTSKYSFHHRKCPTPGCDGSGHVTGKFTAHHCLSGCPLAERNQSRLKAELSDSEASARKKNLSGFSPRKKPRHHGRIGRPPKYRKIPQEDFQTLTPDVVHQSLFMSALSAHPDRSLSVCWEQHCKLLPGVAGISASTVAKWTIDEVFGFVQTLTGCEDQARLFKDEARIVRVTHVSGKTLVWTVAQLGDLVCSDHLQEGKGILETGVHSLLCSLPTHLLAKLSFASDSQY
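First, the protein-peptide complex forms for 30 min at room temperature (L3MBTL1 50 nM, biotinylated H3K9me1 peptide 75 nM). Next, compounds are pin-transferred and incubated 30 min. Finally, AlphaScreen beads are added and read after 30 min.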
* = called active by the depositor; [ ] = another dose, or the depositor's remark. % is scaled to controls: 0 for no effect and ±100 for the full control effect; potency is read from the fitted curve at half-maximal effect. These rows are one share of the data. The share of hits here may be higher or lower than overall.

SMILES | L3MBTL1 block
CSCCC(NC(=O)c1ccccc1Cl)C(=O)NCCc1ccccn1 (stereo not drawn) | 5.4%
CO[C@@]1(NC(=O)C2SC(=C(C(N)=O)C(=O)O)S2)C(=O)N2C(C(=O)O)=C(CSc3nnnn3C)CS[C@@H]21 (stereo partly drawn) | 7.94µM*
O=C(COC(=O)CCC1CCCC1)Nc1ccc(F)cc1Cl | 4.3%
COc1ccc(-c2ccc3c(c2)S(=O)(=O)c2cccc(C(=O)N4CCN(c5ccc(Cl)cn5)CC4)c2C3=O)cc1OC | -5.2%
NS(=O)(=O)c1ccc(CCNC(=O)Cc2ccc(S(=O)(=O)N3CCOCC3)s2)cc1 | 5.8%
Oc1ccc(C[C@@H]2CNCCN2CCC23CC4CC(CC(C4)C2)C3)cc1 | -12.7%
O=C(NNC(=O)c1ccc(Cl)c([N+](=O)[O-])c1)c1ccncc1 | 17.8%
O=C(NCC(=O)N1CCN(c2cccc(Cl)c2)CC1)c1ccc(Br)o1 | 3.3%
COC(=O)c1ccccc1NC(=O)c1cc2ccccc2o1 | 1.2%
CCOC(=O)c1ccccc1NC(=O)CN1C(=O)NC(C)(CCc2ccccc2)C1=O (stereo not drawn) | -2.9%
COC(=O)c1sc(S(=O)(=O)NC(Cc2ccccc2)C(=O)O)c(C(=O)OC)c1C (stereo not drawn) | 0.0%
CCOC(=O)Nc1ccc2c(c1)N(CCCN(C)C)c1ccccc1CC2 | -20.0%
Cc1ccc(S(=O)(=O)NCc2ccccc2)cc1C(=O)N1CCCCCCC1 | 6.2%
Cc1ccc(C(=O)N(C)Cc2ccc(N3CCOCC3)cc2)cc1S(=O)(=O)NCc1ccccc1 | -9.4%
Cc1ccc(SCC(=O)OCC(=O)Nc2ccc3[nH]c(=O)[nH]c3c2)cc1C | -2.3%
COCCNC(=S)N1CCN(c2nc(-c3ccc(Cl)cc3)cs2)CC1 | -1.1%
Cc1ccccc1OCCn1cc(C=O)c2ccccc21 | -5.5%
CCOc1ccc2[nH]cc(C(=O)NCCc3ccccc3)c(=O)c2c1 | 0.9%
COc1ccc(C(=O)Nc2cc3c4c(c2)C(C)C(=O)N4CCC3)cc1 (stereo not drawn) | -5.2%
CC1CCCC(NC(=O)c2ccncc2)C1C (stereo not drawn) | 0.3%
O=C(CNC(=O)c1cn2ccccc2n1)Nc1ccc(F)c(F)c1 | 3.6%
CCOc1ccc(S(=O)(=O)Nc2ccc(C(=O)NCC(c3ccc(OC)cc3)N3CCOCC3)cc2)cc1 (stereo not drawn) | 3.1%
CCN(Cc1ccncc1)C(=O)c1cccc(S(=O)(=O)N2CCCCC2)c1 | -3.8%
COc1cc(F)cc(C2=CC(=O)C[C@H](c3ccc(F)cc3)C2)c1 | 13.2%
CC(=O)N1c2ccc(S(=O)(=O)N3CCC(C(=O)NC(C)c4ccccc4)CC3)cc2CC1C (stereo not drawn) | -0.7%
COc1ccc(NC(=O)c2nn(C)c(C(=O)Nc3ccc(OC)cc3)c2[N+](=O)[O-])cc1 | 3.2%
Cn1cc(CN2CCN(CC(C)(C)C)C(CCO)C2)c2ccccc21 (stereo not drawn) | -5.3%
Cn1nnnc1SCC(=O)Nc1cccc(S(=O)(=O)N2CCCCC2)c1 | 1.3%
COc1cc(C(c2c(NC(=O)c3ccco3)sc(C)c2C)N2CCOCC2)cc(OC)c1OC (stereo not drawn) | -11.5%
O=C(CC1CCCC1)NCCS(=O)(=O)N1CCN(c2ccc(F)cc2)CC1 | -3.7%
CC(OC(=O)C1=COCCO1)C(=O)NC1(C#N)CCCCC1 (stereo not drawn) | 0.3%
Cc1ccc(NC(=O)COC(=O)c2ccc(S(=O)(=O)N3CCCCC3)cc2)cc1 | -0.8%
COc1ccc(NC(=O)c2c(F)cccc2Cl)cc1S(=O)(=O)N1CCOCC1 | 7.3%
C/C=C(/C)C(=O)O[C@@H]1c2c(ccc3ccc(=O)oc23)OC(C)(C)[C@@H]1OC(C)=O | -3.4%
O=C(OCC(=O)N1CCN(c2ccccc2)CC1)c1ccccc1[N+](=O)[O-] | -2.2%
CCOCC(=O)N1CCN(Cc2ccc3c(c2)OCO3)CC1 | 5.5%
COc1ccccc1/C=C/C(=O)OC(C)CN1CCCCC1 (stereo not drawn) | -5.6%
COc1ccc(OC)c(S(=O)(=O)n2ccnc2C(C)C)c1 | -4.5%[2.29 µM]
CCN(C[C@H]1N[C@@](CC)(C(=O)OC)[C@H]2C(=O)N(C)C(=O)[C@@H]12)C(=O)COc1ccccc1 | -8.6%
COc1cc(C(=O)NNC(=O)c2cc(-c3ccccc3)n[nH]2)cc(OC)c1C | -8.6%
CCOC(=O)N1CCN(CCC(=O)Nc2ccccc2)CC1 | 1.4%[2.29 µM]
O=C(COC(=O)CNC(=O)c1ccc(Cl)c([N+](=O)[O-])c1)NCC1CCCO1 (stereo not drawn) | 8.5%
COc1ccc(C(=O)OCC(=O)c2ccc[nH]2)cc1 | -2.9%
O=C(Nc1cc(Cl)ccc1N1CCOCC1)c1ccncc1 | -13.8%
Cc1cccc(NC(=O)CN2C(=O)NC(C)(c3ccc4ccccc4c3)C2=O)n1 (stereo not drawn) | -1.9%
CS(=O)(=O)N(CCCC(=O)N1CCCCCC1)c1cccc(Cl)c1 | -6.3%
OCC[C@@H]1C[C@H](O)[C@@H](O)[C@]2(Cc3ccccc3CCO2)O1 | 3.2%
O=C(COC(=O)C1CC2CCCC(C1)C2=O)Nc1cccc(F)c1 (stereo not drawn) | 1.6%
O=C(Cc1ccccc1)Nc1cccc(NC(=O)c2ccccc2)c1 | -1.2%
O=C1C=CN2CCCC2CC1 (stereo not drawn) | 0.0%
COc1ccc(OCCCC(=O)OCC(=O)Nc2ccc(Cl)cn2)cc1 | 0.3%
Cc1cc(OC(=O)c2cc(Cl)ccc2Cl)c([N+](=O)[O-])c(=O)[nH]1 | 6.8%
C[C@H]1COC(=O)[C@H](Cc2ccc(F)cc2)C/C=C\C[C@@H](CC(=O)NCCO)C(=O)N1 | 7.3%
CC(C)NC(=O)Nc1cccc2c1O[C@H](CN(C)S(=O)(=O)c1ccccc1)[C@@H](C)CN([C@H](C)CO)C2=O | 5.4%
COc1ccc(C2Nc3ccccc3C(=O)N2Cc2ccccc2)cc1COc1ccc(Cl)cc1Cl (stereo not drawn) | 6.8%
O=C(NCc1ccccc1Cl)C1CCCN1C(=O)NC1CCCCC1 (stereo not drawn) | 6.8%
NC(=O)Nc1ccc(C(=O)OCC(=O)c2c[nH]c3ccccc23)cc1 | 5.8%
O=C(N/N=C/c1cc([N+](=O)[O-])cc([N+](=O)[O-])c1O)C(O)(c1ccccc1)c1ccccc1 | -0.1%
COc1ccc([C@H]2CC(=O)C=C(c3cccc(C#N)c3)C2)cc1 | 5.2%
CCOc1ccc(NC(=O)CN2C(=O)NC(CCc3ccccc3)C2=O)cc1OCC (stereo not drawn) | 1.2%

An excerpt from above in order of formula weight, rising:
SMILES | L3MBTL1 block
O=C1C=CN2CCCC2CC1 (stereo not drawn) | 0.0%
COc1ccc([C@H]2CC(=O)C=C(c3cccc(C#N)c3)C2)cc1 | 5.2%
O=C(Cc1ccccc1)Nc1cccc(NC(=O)c2ccccc2)c1 | -1.2%
Cc1cc(OC(=O)c2cc(Cl)ccc2Cl)c([N+](=O)[O-])c(=O)[nH]1 | 6.8%
O=C(N/N=C/c1cc([N+](=O)[O-])cc([N+](=O)[O-])c1O)C(O)(c1ccccc1)c1ccccc1 | -0.1%

5 entries from above, ordered by the number in L3MBTL1 block, low to high.
SMILES | L3MBTL1 block
O=C(Cc1ccccc1)Nc1cccc(NC(=O)c2ccccc2)c1 | -1.2%
O=C1C=CN2CCCC2CC1 (stereo not drawn) | 0.0%
CCOc1ccc(NC(=O)CN2C(=O)NC(CCc3ccccc3)C2=O)cc1OCC (stereo not drawn) | 1.2%
COc1ccc(C2Nc3ccccc3C(=O)N2Cc2ccccc2)cc1COc1ccc(Cl)cc1Cl (stereo not drawn) | 6.8%
C[C@H]1COC(=O)[C@H](Cc2ccc(F)cc2)C/C=C\C[C@@H](CC(=O)NCCO)C(=O)N1 | 7.3%

(further entries)
SMILES | L3MBTL1 block
C=CCN(c1ccccc1)S(=O)(=O)c1cccc(C(=O)NCC(c2cccs2)N2CCOCC2)c1 (stereo not drawn) | -5.5%
Cc1ccccc1C(=O)NCC(=O)OC(C)C(=O)NC(C)CCc1ccccc1 (stereo not drawn) | 2.1%
O=C(Nc1cccc(S(=O)(=O)N2CCCCC2)c1)c1cc(=O)[nH]c2ccccc12 | -6.6%
CCN(CC)C(=O)[C@H]1CC(CC(=O)NCc2ccc(OC)c(OC)c2)C(=O)N2CCc3c([nH]c4ccccc34)[C@]12C (stereo partly drawn) | 1.0%
COc1ccc(OC)c(/C=C/C(=O)OCC(=O)NCc2ccccc2)c1 | 10.0%
c1ccc(-c2csc(Nc3ccccn3)n2)cc1 | -5.7%
CCN1CCN(C/C(C)=C/c2ccccc2)CC1 | 0.3%
Cc1cccnc1NC(=O)c1ccc2c(c1)OCCO2 | 1.0%
CCOC(=O)c1cc(C(=O)NNC(=O)c2cccc([N+](=O)[O-])c2)c(C)nc1C | 7.4%
CCOc1ccc(S(=O)(=O)NCCC(=O)NCC(c2ccc(OC)cc2)N2CCCC2)cc1 (stereo not drawn) | 1.1%
Cc1cccc(C)c1-n1nnnc1SCC(=O)c1c(N)n(C2CC2)c(=O)[nH]c1=O | 2.3%
Cc1cc2[nH]c(=O)c(=O)[nH]c2cc1S(=O)(=O)NCc1ccc(Cl)cc1 | 7.1%
CN(C)CCCN(C(=O)c1ccc(S(=O)(=O)N2CCCCCC2)cc1)c1nc2cc3c(cc2s1)OCCO3 | 0.0%
CC(Sc1nnc(-c2ccc(Cl)cc2)n1N)C(=O)NCC1CCCO1 (stereo not drawn) | -1.3%
COc1ccc(CCNC(=O)COC(=O)/C=C/c2ccc(OC)cc2OC)cc1 | -9.3%
CCCCCC(=O)N1CCN(S(=O)(=O)c2ccc3c(c2)OCCO3)CC1 | 5.1%
CCC(C(=O)Nc1ccc([N+](=O)[O-])cn1)c1ccccc1 (stereo not drawn) | -4.8%
CC(C)CCC(=O)N1CCOC1=O | 4.5%
CCc1ccc(N=Nc2ccc(O)c3[nH]cnc23)cc1 | -25.7%
Cc1cc(C)cc(OC(C)C(=O)Nc2ccc3c(c2)n(C)c(=O)n3C)c1 (stereo not drawn) | -1.8%
COc1ccc(N(CC(=O)NCCSCc2ccc(Cl)cc2)S(C)(=O)=O)cc1Cl | -3.5%
O=C(O)CC(NS(=O)(=O)c1ccc2c(c1)OCCO2)c1ccccc1[N+](=O)[O-] (stereo not drawn) | 22.8%
CC1(c2ccc3c(c2)OCCCO3)NC(=O)N(CC(=O)Nc2cccc(C#N)c2)C1=O (stereo not drawn) | -11.3%
CCOc1cc(C#N)ccc1OCC(=O)NNC(=O)CC1CCS(=O)(=O)C1 (stereo not drawn) | 2.7%
CC(NS(=O)(=O)c1ccc(Cl)c(Cl)c1)C(=O)OCC(=O)N1CCCCCC1 (stereo not drawn) | 1.8%
COc1ccc(OC)c(NC(=O)COc2ccc3c(c2)CCC3)c1 | 4.1%
CC(C)CN(C(=O)Cn1c(Cl)nc2c1c(=O)n(C)c(=O)n2C)C1CCS(=O)(=O)C1 (stereo not drawn) | 2.0%
Cc1ccc(C)c(S(=O)(=O)N2CCCC2CNC(=O)C(=O)NCCc2ccccc2)c1 (stereo not drawn) | 3.4%
CC(NC(=O)C(C)N1CCN(S(=O)(=O)c2ccccc2)CC1)c1ccccc1 (stereo not drawn) | -0.2%
O=C(NCC(=O)N1CCN(S(=O)(=O)c2cccc(F)c2)CC1)c1ccc(Br)o1 | 0.6%
Cc1cc(NC(=O)CSc2nnc(-c3ccco3)n2C)no1 | 0.7%
Nc1cc(C(=O)OCC(=O)Nc2cccc(S(=O)(=O)N3CCOCC3)c2)ccc1Cl | -2.2%
COc1ccc(C)cc1Nc1n[n+](-c2ccccc2)c(-c2c(OC)ccc3ccccc23)s1 | -9.1%
Cc1ccc(OCCNC(=O)c2cccc(C)c2)cc1 | 0.6%
COc1ccc(C(=O)NC(=O)COC(=O)c2ccc(C)o2)cc1 | 2.7%
C=CCOc1ccc(C2NC(=O)c3ccccc3O2)cc1OCC (stereo not drawn) | 1.8%
CCC(C)(C)NC(=O)C1CC(=O)N(CCc2ccc(F)cc2)C1 (stereo not drawn) | 4.2%
Cc1c(-c2nc3ccccc3[nH]2)cnn1C | -1.2%
O=C(COc1ccccc1F)NNC(=O)c1ccc2c(=O)n3c(nc2c1)CCC3 | -7.2%
COc1ccc(N2CCN(C(=O)CN3C(=O)NC(C)(C4CC4)C3=O)CC2)cc1 (stereo not drawn) | -0.6%
Cc1ccc(S(=O)(=O)N2CCN(C(=O)C(Cc3ccccc3)NC(=O)c3ccccc3)CC2)cc1 (stereo not drawn) | 0.8%
CC(=O)N[C@@H](C)c1nc2ccccc2n1CCNC(=O)[C@H]1CCCN1c1nc(CN2CCCCC2)cs1 | -3.6%
COC(=O)c1ccc(OCCOc2ccccc2C)cc1 | 45.3%[activator]
CC(C)(C)OC(=O)NCc1ccc(CNC(=O)c2nc[nH]c2C(=O)N2CCN(c3ccccc3)CC2)cc1 | -0.1%
COC(=O)[C@]1(C)N[C@H](CN(C)C(=O)c2ccc(F)cc2)[C@@H]2C(=O)N(C)C(=O)[C@@H]21 | 29.9%
O=C(Cn1c(=O)ccn(Cc2ccccc2)c1=O)Nc1cccc(S(=O)(=O)N2CCOCC2)c1 | -1.0%
O=C(CNC(=O)c1ccccc1F)NCc1ccncc1 | 0.3%
CC(=O)c1ccc(OCCn2c(SCC(=O)O)nc3ccccc32)cc1 | -4.6%
O=S(=O)(O)c1cc2oc(-c3ccccc3)nc2c2ccccc12 | -1.1%
CCC[C@H](CN[C@@H](CNC)[C@H](C)CC)NCCc1cc(C(F)(F)F)cc(C(F)(F)F)c1 | 3.6%

L3MBTL1 block: entries above that show a hit.
SMILES | L3MBTL1 block
CO[C@@]1(NC(=O)C2SC(=C(C(N)=O)C(=O)O)S2)C(=O)N2C(C(=O)O)=C(CSc3nnnn3C)CS[C@@H]21 (stereo partly drawn) | 7.94µM*
